Screening results (PubChem)
CHRM5 antagonist: human M5 muscarinic receptor antagonists, primary screen, CHO cells, Fluo-8 calcium fluorescence. AID 624040, 2012. actives 0.59% (n = 360,000). CHO-hM5 cells, ACh EC80. inhibition, % at 3 µM. Muscarinic acetylcholine receptor M5 (Homo sapiens), P08912;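 active = inhibition above a per-plate cutoff, the mean of that plate's test compounds plus 3 SD, cut at about 27% in these data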;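 note: 0% = acetylcholine EC80 with DMSO and 100% = DMSO without agonist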
CHRM1 antagonist: human M1 muscarinic receptor antagonists, primary screen, CHO-K1 cells, Fluo-8 calcium fluorescence, 1536-well | inhibition, % at 3 µM | Muscarinic acetylcholine receptor M1 (Homo sapiens), P11229 | CHO-K1 hM1, ACh EC80 antagonist | actives 1.3% (n = 360,000);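 active = percent inhibition above its own plate's cutoff, namely the mean of that plate's compound wells plus 3 SD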;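 note: peak over basal fluorescence ratio during 140 s after agonist addition; 0% = ACh EC80 plus DMSO and 100% = DMSO alone without agonist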
Target sequence (P11229 whole entry, looked up): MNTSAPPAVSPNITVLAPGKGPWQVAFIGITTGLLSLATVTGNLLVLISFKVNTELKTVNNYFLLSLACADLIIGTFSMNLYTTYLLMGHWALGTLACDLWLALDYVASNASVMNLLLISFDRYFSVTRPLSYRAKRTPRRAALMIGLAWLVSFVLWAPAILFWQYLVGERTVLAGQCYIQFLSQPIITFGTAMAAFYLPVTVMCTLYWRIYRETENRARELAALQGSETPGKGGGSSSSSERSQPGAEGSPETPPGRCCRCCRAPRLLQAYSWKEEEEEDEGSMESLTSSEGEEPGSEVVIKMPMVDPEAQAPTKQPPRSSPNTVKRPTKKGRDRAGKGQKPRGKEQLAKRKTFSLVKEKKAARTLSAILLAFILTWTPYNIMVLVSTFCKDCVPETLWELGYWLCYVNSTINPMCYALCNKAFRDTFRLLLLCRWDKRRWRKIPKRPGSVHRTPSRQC
CHRM4 antagonist: human M4 muscarinic receptor antagonists, primary screen, CHO cells, Fluo-8 calcium fluorescence. CHO-hM4 cells, ACh EC80. actives 0.73% (n = 360,000). inhibition, % at 3 µM. Muscarinic acetylcholine receptor M4 (Homo sapiens), P08173. AID 624125, 2012;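 active = inhibition above its plate's cutoff, the mean inhibition of sample wells plus 3 SD, cut at about 27% in these data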;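 note: 0% = acetylcholine EC80 with DMSO and 100% = DMSO without agonist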
Target sequence (P08173 whole entry, looked up): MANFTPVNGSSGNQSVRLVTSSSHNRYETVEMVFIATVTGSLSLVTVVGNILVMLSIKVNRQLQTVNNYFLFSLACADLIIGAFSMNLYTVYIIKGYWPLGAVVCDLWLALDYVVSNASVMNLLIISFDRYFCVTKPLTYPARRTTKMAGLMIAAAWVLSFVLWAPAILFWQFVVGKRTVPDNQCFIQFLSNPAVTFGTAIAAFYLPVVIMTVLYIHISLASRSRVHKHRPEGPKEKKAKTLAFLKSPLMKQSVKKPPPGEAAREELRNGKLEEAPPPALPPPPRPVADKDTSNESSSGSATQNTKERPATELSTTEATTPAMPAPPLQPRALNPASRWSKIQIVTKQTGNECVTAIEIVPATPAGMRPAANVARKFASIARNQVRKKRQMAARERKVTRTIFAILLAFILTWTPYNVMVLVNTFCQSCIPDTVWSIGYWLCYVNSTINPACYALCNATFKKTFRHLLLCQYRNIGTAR
M4 PAM: human M4 muscarinic receptor positive allosteric modulators, primary screen, CHO-K1 cells, Fluo-8 calcium fluorescence; actives 0.4% (n = 360,000); AID 624126, 2012; activation, % at 3 µM; CHO-K1 hM4/Gqi5, ACh EC20; 0% = ACh EC20, 100% = maximal ACh;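 active = activation above its plate's cutoff, the mean activation of sample wells plus 3 SD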; note: some results filed as inactive read as strong as hits
M5 ag: human M5 muscarinic receptor agonists, primary screen, CHO-K1 cells, Fluo-8 calcium fluorescence. Muscarinic acetylcholine receptor M5 (Homo sapiens), P08912. CHO-K1 hM5 cells; 0% DMSO wells, 100% maximal acetylcholine response. activation, % at 3 µM. actives 0.19% (n = 360,000). AID 624037, 2012;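 active = activation above the run's mean over test compounds plus 3 SD, cut at about 23% in these data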;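 note: signal is peak over basal fluorescence ratio across the kinetic read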
CHRM5 PAM: human M5 muscarinic receptor positive allosteric modulators, primary screen, CHO-K1 cells, Fluo-8 calcium fluorescence; Muscarinic acetylcholine receptor M5 (Homo sapiens), P08912; actives 0.3% (n = 360,000); CHO-K1 hM5, ACh EC20 PAM; 0% = ACh EC20, 100% = ACh EC100; activation, % at 3 µM; AID 624038, 2012;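 active = activation above the run cutoff, the mean activation of all test compounds plus 3 SD, cut at about 18% in these data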
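Test system: CHO-K1 hM5 cells / Doses: single-point, 3 µM nominal / Times: Post-acetylcholine fluorescence recording 140 s / Technique: Fluo-8 calcium fluorescence / Measure: Max/basal fluorescence ratio as % of EC20–EC100 ACh window / Benchmarks: low control EC20 acetylcholine (0%), high control EC100 acetylcholine (100%) / Replicates: one well per compound, no replicates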
CRFR2-BP ag: agonists of CRF-BP/CRF-R2 complex, primary screen, cell-based, HEK293, calcium dye fluorescence, uHTS | activation, % at 13.2 µM | AID 588473, 2011 | CRF-binding protein / CRF receptor 2 complex (human) | calcium dye fluorescence (FLIPR); percent of saturating CRF peptide response | actives 0.46% (n = 350,000);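 active = activation of at least 50%, plus an integration ratio under a set limit after plate pattern correction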;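 note: plate controls were neutral control wells without compound for no effect and CRF at EC100 for full effect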
CHRM4 agonist: human M4 muscarinic receptor agonists, primary screen, CHO-K1 cells, Fluo-8 calcium fluorescence | Muscarinic acetylcholine receptor M4 (Homo sapiens), P08173 | CHO-K1 hM4/Gqi5; vehicle 0%, full acetylcholine response 100% | activation, % at 3 µM | actives 0.14% (n = 360,000);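 active = activation above the run mean over all test wells plus 3 SD, cut at about 32% in these data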;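 note: peak over basal fluorescence ratio per well then scaled between controls; 0% = DMSO wells and 100% = acetylcholine at EC100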
CHRM1 PAM: human M1 muscarinic receptor positive allosteric modulators, primary screen, CHO-K1 cells, Fluo-8 calcium fluorescence, 1536-well; CHO-K1 hM1, ACh EC20; 0% = ACh EC20, 100% = maximal ACh; actives 0.088% (n = 360,000); Muscarinic acetylcholine receptor M1 (Homo sapiens), P11229; activation, % at 3 µM; in the data active = activation above about 19%, passing the limit was not always enough
Starred values were filed as active, the others as inactive; x = not tested or not shown.

SMILES	CHRM5 antagonist	CHRM1 antagonist	CHRM4 antagonist	M4 PAM	M5 ag	CHRM5 PAM	CRFR2-BP ag	CHRM4 agonist	CHRM1 PAM
O=C(Nc1ccc2c(c1)OCCO2)c1ccc(Cl)c(S(=O)(=O)N2CCCCC2)c1	2	-5	-6	-10	-3	-12	4.1	4	2
O=C(c1ccc2c3c(cccc13)CC2)C1CCCN(Cc2cccnc2)C1 (centres undefined)	3	-7	-13	-10	-12	-1	1.9	7	-4
C=CCn1c(SCC(=O)Nc2ccccc2OC)nc(O)c(CC)c1=O	-2	-16	8	-5	-1	0	-2.0	0	10
CCc1nc2ccc(C(=O)NCc3ccc(C)o3)cc2nc1CC	-6	-25	-3	1	-4	12	0.6	2	14
COCCN(C(=O)CSc1nc2ccccc2c(=O)n1CCOC)c1c(N)n(Cc2ccccc2)c(=O)[nH]c1=O	9	-8	5	-3	-2	0	-1.2	0	9
O=C(NCc1ccco1)C1Cc2cc(Cl)ccc2O1 (centres undefined)	9	-15	4	1	-4	-1	0.0	0	14
O=C(Nc1ccccc1C(=O)Nc1ccc2c(c1)OCO2)c1cccs1	-5	4	-15	0	-2	-5	4.8	1	-2
O=C(CSCc1ccccc1)Nc1cccc(C(=O)Nc2ccc(C(=O)O)cc2)c1	2	-4	-1	7	-1	-3	0.1	0	2
Cc1cccc(C)c1NC(=O)CNC(=O)c1c(C)nn(C)c1Cl	7	-11	0	-3	7	-3	1.2	4	6
CC1=Nc2ccccc2/C1=C/c1c(N)n2c(S(=O)(=O)CC(C)C)nsc2nc1=O	1	-3	9	9	0	-1	-1.8	-1	3
CC[C@@H](C)[C@H](C(CC(=O)N1CCCC1[C@@H](OC)[C@H](C)C(=O)N[C@H](Cc1ccccc1)c1nccs1)OC)N(C)C(=O)[C@H](NC(=O)[C@@H](C(C)C)N(C)C)C(C)C (some centres undefined)	-1	-18	-13	6	5	11	-0.8	0	14
COC1C/C(=N\O)C2OC(c3ccccc3)OCC2O1 (centres undefined)	-11	-5	-17	8	-4	2	2.6	1	3
COc1ccc(CCN2C(=O)CC(C(C)c3ccccc3)C2=O)cc1OC (centres undefined)	-2	6	0	2	0	-2	-1.6	3	-2
Cc1ccc(C(=O)Nc2ccn(Cc3ccc(F)cc3)n2)o1	-1	-3	4	2	-1	5	0.3	0	7
COCCNc1nc(Oc2cccc(F)c2)c2sccc2n1	0	-10	1	3	-2	-6	x	1	6

The list goes on (two carried over from the part before).
SMILES	CHRM5 antagonist	CHRM1 antagonist	CHRM4 antagonist	M4 PAM	M5 ag	CHRM5 PAM	CRFR2-BP ag	CHRM4 agonist	CHRM1 PAM
Cc1ccc(C(=O)Nc2ccn(Cc3ccc(F)cc3)n2)o1	-1	-3	4	2	-1	5	0.3	0	7
COCCNc1nc(Oc2cccc(F)c2)c2sccc2n1	0	-10	1	3	-2	-6	x	1	6
CCCCOc1cccc(-c2nnc(N)s2)c1	1	16	5	1	-7	-7	-1.8	-3	-2
CCOC(=O)c1c(C)[nH]c(C(=O)NCc2ccccn2)c1C	-1	0	-30	6	-2	-3	-2.8	2	0
Nn1c(SCC(=O)NCCCc2ccccc2)nnc1-c1cccnc1	-7	-10	-6	0	-5	8	-0.2	1	6
COCCNC(=O)CN(C(=O)Cn1nnc2ccccc21)c1cc(C)cc(C)c1	9	0	-2	6	0	0	-0.3	2	6
Cc1ccc(-c2c(C)sc3ncn(CC(=O)N4CCOCC4)c(=O)c23)cc1C	0	-13	6	14	-4	2	-5.3	1	7
CC(C)C[C@H]1COc2cccc(N3CCC[C@@H]3CO)c2S(=O)(=O)N1	8	x	-10	5	3	-1	x	2	x
Cc1ccc(NC(=O)CCC(=O)N/N=C/c2ccc([N+](=O)[O-])o2)cc1C	3	-14	-10	-6	-3	-4	0.5	2	4
CCCOc1ccccc1OCC(=O)Nc1cc(Cl)ccc1-n1cncn1	9	2	-9	4	-4	-12	0.5	13	2
Cc1ccc(-c2nc(Cl)nc3ccccc23)cc1	-15	7	7	17	-5	15	-0.7	-2	-7
N#Cc1c(N)nc2c(c1-c1ccc3c(c1)OCO3)CCCCCC2	-6	-11	-2	4	0	-4	2.8	1	8
O=C(CCSc1ccccc1)N1CCN(c2ccccc2F)CC1	-12	5	-1	-3	-3	3	11	2	0
O=C(COC(=O)c1ccc2c(c1)C(=O)N(Cc1ccncc1)C2=O)Nc1ccccc1[N+](=O)[O-]	-5	5	-6	-12	7	-4	-0.6	13	-4
Cc1cccc(C(=O)N2CC(=O)Nc3ccc(F)cc3C2c2ccc(F)cc2)c1 (centres undefined)	9	2	4	-3	-6	-2	-0.7	1	1
CSc1nnc(-c2ccc(S(=O)(=O)N3CCOCC3)cc2)n1C	3	-13	-9	2	-2	4	0.5	1	13
CC(=O)c1cn(CC(=O)NCc2ccc3c(c2)OCO3)c2ccccc12	9	-5	-3	-5	7	-13	-0.9	10	-9
Nc1nonc1-n1nnc(C(=O)N/N=C/c2ccoc2)c1-c1ccccc1	2	-1	1	-4	14	2	3.7	3	5
Cc1ccc(N(CC(=O)NCc2ccco2)C(=O)CCC(=O)Nc2ccccn2)c(C)c1	5	12	1	3	1	4	0.2	1	-3
Cc1sc2ncn(CC(=O)N3CCN(c4ccccn4)CC3)c(=O)c2c1S(=O)(=O)N1CCC(C)CC1	13	-13	10	1	-3	5	-1.2	1	7
Cc1cc(C(F)(F)F)nc(SCC(=O)NC2CCCCC2)n1	16	1	4	1	-2	-2	-2.8	1	3
COc1ccc(-c2c(C#Cc3ccsc3)c3cc(-c4ccc(CN5CCOCC5)cc4)ccc3n2C)cc1	6	-7	-5	-1	1	6	2.8	0	5
CCOC(=O)N1CCN(c2nc(-c3ccccc3)c3ccccc3n2)CC1	1	-12	-1	0	-1	2	0.5	-1	4
CCOC(=O)c1ccc(N(CC(=O)NCC2CCCO2)C(=O)CCC(=O)Nc2cc(C)on2)cc1 (centres undefined)	17	-7	7	1	-3	-4	0.1	2	5
CC(C)C(NC(=O)c1c(F)cccc1F)C(=O)N1CCN(S(=O)(=O)c2ccc(F)cc2)CC1 (centres undefined)	-6	-8	7	2	3	9	-1.6	1	14
O=[N+]([O-])c1ncn(C23CC4CC(CC(C4)C2)C3)n1	-6	-17	-25	5	-9	13	1.3	0	8
COc1cc(Cl)c([C@@H]2C[C@H]3CN(c4ccccc4)C(=O)[C@]34CCCN24)cc1OC	-9	-6	-1	-2	0	9	-0.2	1	6
O=C(CN1CCCCCC1)Nc1cccc2c1OCO2	2	-1	0	9	-2	-4	-2.8	1	-2
CCOc1ccccc1C(=O)N1CCC(n2nnc3cc(C(F)(F)F)ccc32)CC1	4	-3	4	3	3	-5	-1.4	7	7
COC(=O)CCC(=O)NNC(=O)CCC(=O)Nc1cccc(Cl)c1C	-5	-4	3	13	1	4	1.5	1	5
COc1ccc(CCNC(=O)CC(Cc2ccc(C)cc2)C(=O)O)cc1OC (centres undefined)	6	-11	5	0	-2	-5	1.0	3	5
CCOC(=O)c1cc(C)sc1NC(=O)C(c1ccccc1)c1ccccc1	-4	0	-9	1	-1	-4	0.9	0	-5
C=CCn1c(SCC(=O)NNC(=O)Nc2ccc(C)cc2)nnc1-c1ccccc1	-4	-8	-9	6	0	12	2.7	0	5
O=C(O)Cc1sc(-c2ccccc2)nc1-c1ccccc1	-1	-17	-7	-2	0	-3	-0.7	0	11
CCOC(=O)C(CCCCOc1cccc(CC)c1)C(=O)OCC	-3	-7	4	11	-3	-1	-3.6	-1	2
Cc1sc2ncnc(Oc3ccc(-n4ccnc4)cc3)c2c1C	6	-18	-3	6	-7	-2	-2.0	1	-5
CC(=O)Nc1ccc(NC(=O)CSc2nnc(NC(=O)c3cccc(F)c3)s2)cc1	5	-11	-8	-2	-2	-5	0.6	1	12
CC(=O)Nc1cccc(NC(=S)Nc2cccc(Cl)c2Cl)c1	-10	-7	2	-3	1	13	-1.1	1	11
COc1ccc(C2NC(=O)c3ccccc3N2)cc1 (centres undefined)	-4	-7	-11	12	-1	-1	-0.9	3	11
Cc1cc(C)c2c(c1)NC(=O)C2(O)CC(=O)c1cccs1 (centres undefined)	-1	-7	3	10	-5	-6	2.7	0	10
O=C(CSc1nnc2ccc(-c3ccccn3)nn12)NCC1CCCO1 (centres undefined)	-3	0	6	-8	4	9	-1.4	0	9
O=C(COc1ccc(Cl)cc1Br)N1CCN(c2ncccn2)CC1	4	-8	-23	3	-3	-5	1.6	9	2
O=C(CN1C(=O)c2cccc3cccc1c23)Nc1ccccc1	7	-14	-6	8	1	-3	-0.5	2	10
c1ccc(-c2nccc(-c3ccco3)n2)nc1	3	-1	-5	0	2	5	-4.5	1	8
CCOC(=O)C1CCN(C(=O)c2ccc3c(SCC(=O)O)c4c(nc3c2)CCCC4)CC1	-3	8	-2	0	-1	8	-0.4	0	-2

Structural class: the entries above containing a Cl atom
SMILES	CHRM5 antagonist	CHRM1 antagonist	CHRM4 antagonist	M4 PAM	M5 ag	CHRM5 PAM	CRFR2-BP ag	CHRM4 agonist	CHRM1 PAM
O=C(Nc1ccc2c(c1)OCCO2)c1ccc(Cl)c(S(=O)(=O)N2CCCCC2)c1	2	-5	-6	-10	-3	-12	4.1	4	2
O=C(NCc1ccco1)C1Cc2cc(Cl)ccc2O1 (centres undefined)	9	-15	4	1	-4	-1	0.0	0	14
Cc1cccc(C)c1NC(=O)CNC(=O)c1c(C)nn(C)c1Cl	7	-11	0	-3	7	-3	1.2	4	6
CCCOc1ccccc1OCC(=O)Nc1cc(Cl)ccc1-n1cncn1	9	2	-9	4	-4	-12	0.5	13	2
Cc1ccc(-c2nc(Cl)nc3ccccc23)cc1	-15	7	7	17	-5	15	-0.7	-2	-7
COc1cc(Cl)c([C@@H]2C[C@H]3CN(c4ccccc4)C(=O)[C@]34CCCN24)cc1OC	-9	-6	-1	-2	0	9	-0.2	1	6
COC(=O)CCC(=O)NNC(=O)CCC(=O)Nc1cccc(Cl)c1C	-5	-4	3	13	1	4	1.5	1	5
CC(=O)Nc1cccc(NC(=S)Nc2cccc(Cl)c2Cl)c1	-10	-7	2	-3	1	13	-1.1	1	11
O=C(COc1ccc(Cl)cc1Br)N1CCN(c2ncccn2)CC1	4	-8	-23	3	-3	-5	1.6	9	2

The order is random. About 2.8% of those tested had a hit in this group.
